High-throughput results from PubChem BioAssay.
ER stress rescue = rescue of cells from ER stress-induced death, primary screen, 384-well, CSM14.1, thapsigargin, ATP luminescence (AID 1222); CSM14.1 thapsigargin-induced death rescue, ATP luminescence; higher % means a stronger effect; cellular ATP content (survival), % at 20 µM; hits with a dose series show EC50 in µM; 190,000 tested, under 10 active;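 active means EC50 below 50 µM in the dose-response confirmation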;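 further: death triggered by thapsigargin at about 15 µM added after 2 h compound pretreatment; cell ATP read after overnight thapsigargin exposure of roughly 18 to 22 hours; normalized against plate controls of thapsigargin alone and 5% DMSO vehicle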
Large T inhibition = SV40 large T antigen inhibitors, biochemical (AID 1903); SV40 large T antigen ATPase/helicase inhibition assay; higher % means a stronger effect; inhibition, % at 20 µM; hits with a dose series show IC50 in µM; 0.39% of 310,000 active; in the data active means a potency from the dose series; inconclusive means inhibition mostly from about 32% at the one dose, without a potency; inactive means the rest, 99 in 100 with inhibition below about 32%; further: strong numbers were not always called active
RSV CPE inhibition = RSV antiviral activity via CPE protection, HEp-2 cells, primary 10 µM value included (AID 2391); CPE inhibition, % at 10 µM; hits with a dose series show IC50 in µM; 0.13% of 310,000 active; HEp-2 cells, RSV-induced CPE inhibition; higher % means a stronger effect; in the data active means a potency from the dose series; inconclusive means CPE inhibition mostly from about 23% at the one dose, without a potency; inactive means the rest, 99 in 100 with CPE inhibition below about 21%; further: strong numbers were not always called active
TNAP activation fold = human TNAP enzyme activators, primary screen, biochemical, luminescent, no phosphate acceptor, uHTS (AID 1001); purified TNAP, luminescent activation assay, no phosphate acceptor; higher activation fold means a stronger effect; one-dose activation fold at 20 µM; EC50 in µM for titrated hits; 0.03% of 200,000 active; in the data active means activation fold from about 3, or a potency from the dose series; inactive means the rest, 99 in 100 with activation fold below about 1.6; further: many of its hits are not listed in these tables
West Nile virus CPE = West Nile virus antiviral activity, cell-based, CPE readout (AID 1621). 0.02% of 290,000 active. CPE inhibition, % at 10 µM, or IC50 in µM where a hit was titrated. West Nile virus-infected cells, CPE inhibition; higher % means a stronger effect; in the data active means a potency from the dose series; inconclusive means CPE inhibition mostly from about 3.7% at the one dose, without a potency; inactive means the rest, 99 in 100 with CPE inhibition below about 2.2%; further: strong numbers were not always called active
human PMI inhibitors = human PMI inhibitors, high substrate, primary screen, biochemical, fluorescence intensity, high mannose 6-phosphate (AID 1220) | recombinant PMI enzyme, coupled fluorescence intensity; higher % means a stronger effect | one-dose inhibition, % at 20 µM; IC50 in µM for titrated hits | 0.66% of 190,000 active
human PMI inhibition = MPI enzyme activity inhibition – biochemical, fluorescence intensity, coupled assay, primary screen (AID 1209); inhibition, % at 20 µM, or IC50 in µM where a hit was titrated; purified PMI enzyme, coupled fluorescence intensity; higher % means a stronger effect; 0.42% of 190,000 active;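 further: plate controls were DMSO vehicle for no effect and wells lacking substrate for full effect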
Salmonella PhoP GFP = PhoP-dependent GFP reporter repression – Salmonella Typhimurium, primary screen (AID 1863) | S. Typhimurium PhoP-regulated promoter GFP reporter, 4 h; higher % means a stronger effect | inhibition, % at 50 µM, or IC50 in µM where a hit was titrated | 0.16% of 300,000 active;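 active means inhibition over 29.93%, a cutoff 3 SD above the screen mean, later confirmed by dose response; inconclusive means inhibition over 29.93% but no dose response follow-up; inactive means inhibition at most 29.93% or unconfirmed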;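 further: 0% = low Mg2+ inducing control and 100% = high Mg2+ repressing control; strong numbers were not always called active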
Ins promoter up = MIN6 insulin promoter up-regulation | AID 1625 | MIN6 insulin promoter-GFP reporter, high-content imaging; stronger effect = higher value | z-score at 5 µM | 0.3% of 190,000 active;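 active means z-score above 3 at 5 µM with at least 500 cells counted in the well; inconclusive means wells under 500 cells, flagged as cytotoxic or low count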
Ins promoter up cell count = second read-out of Ins promoter up, no call of its own (marks repeat the call); cell count; measured here: cytotoxicity, nuclei count;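 total cells summed across four imaged fields per well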
* hit, by the source's call; ? = inconclusive; · = not tested or not shown; & = joins results of further samples. Unless noted, no stated cut-off is given here; in the data, active means inhibition above about 50%; inactive means the rest. An excerpt (hit frequency here may not be typical).

SMILES | ER stress rescue | Large T inhibition | RSV CPE inhibition | TNAP activation fold | West Nile virus CPE | human PMI inhibitors | human PMI inhibition | Salmonella PhoP GFP | Ins promoter up | Ins promoter up cell count
OC[C@@H](O)CCl | · | 9% | 0.1% | · | 0.3% | · | · | 2% | · | ·
CC1CCCN(CC(=O)c2ccc(Cl)c(Cl)c2)C1 (centres undefined) | -0.4% | 13% | 2.3% | 1 | 0.5% | -33% | -37% | 2% | -0.09 | 1417
CCN(c1ccc(C(O)(C(=O)OC)C(F)(F)F)cc1)S(=O)(=O)c1ccc(C)cc1 (centres undefined) | 1.0% | 0% | 0.1% | 1.1 | · | 18% | 17% | -2% | 0.89 | 787
CCC1C(c2ccccc2)NC(c2ccccc2)CC1(O)c1ccc(F)cc1 (centres undefined) | · | 11% | 2.8% | · | -0.5% | · | · | -12% | -1 | 1104
CCC(=NCC1CCCO1)c1c(O)n(-c2ccccc2)c(=O)[nH]c1=O (centres undefined) | -1.7% | 0% | 0.6% | 1.1 | -0.1% | 2% | 3% | 6% | 0.15 | 789
Cc1cccc(-n2c(-c3cccs3)nc3ccccc3c2=O)c1 | -1.3% | 10% | 5.0% | 1 | -0.8% | -8% | 4% | 1% | -0.8 | 1323
CCN(CC)C(=O)Oc1ccc(NC(=O)N2CCOCC2)cc1 | · | 15% | 0.1% | · | 0.0% | · | · | 4% | · | ·
Cn1c(O)c(C(=N)COc2cccc(Cl)c2)c(=O)n(C)c1=O | -1.5% | 2% | 0.5% | 1 | 2.4% | -7% | -13% | -11% | -0.03 | 1437
CCCCCn1c(=O)c(C(=O)NC(C)c2ccccc2)c(O)c2ccccc21 (centres undefined) | · | 7% | 14% | · | -2.0% | · | · | -2% | · | ·
CC(C)Cn1cc(C(=O)N2CCC3(CC2)OCCO3)c2c3ccccc3n(C)c2c1=O | -0.3% | -4% | -0.1% | 1.1 | -0.2% | 10% | 11% | 2% | -0.01 | 1475
Cc1cccc(CCNCc2cc3ccc(C)cc3[nH]c2=O)c1 | · | 7% | -1.0% | · | -1.0% | · | · | 5% | · | ·
Cc1ccc(-n2c(O)c(C=Nc3ccc(S(N)(=O)=O)cc3)c(=O)[nH]c2=O)cc1 | -0.1% | 7% | -1.9% | 1 | 0.2% | -30% | -46% | -4% | 0.58 | 1571
COC(=O)C1=C(c2cccc(OC)c2OC)C[C@@H]2CC[C@H]1N2C(=O)NC(C)C | · | 6% | 1.5% | · | -0.1% | · | · | -8% | · | ·
Cc1c(CC(=O)N2C[C@H]3C[C@@H](C2)c2cccc(=O)n2C3)c(=O)oc2c(C)c(O)ccc12 | · | 2% | 5.7% | · | 0.5% | · | · | 4% | · | ·
C=CCn1c(O)c(C(CC)=Nc2cccc(C(=O)O)c2)c(=O)[nH]c1=O | · | -4% | 0.8% | · | 0.7% | · | · | -8% | 0.87 | 1106
CN(C)C(Cc1ccccc1)C(=O)c1ccc(-c2ccccc2)cc1 (centres undefined) | 2.7% | 3% | · | 1 | 0.1% | -6% | 6% | -2% | 0.25 | 891
CC(=NCC1CCCO1)c1c(O)n(-c2ccccc2C)c(=O)[nH]c1=O (centres undefined) | · | 2% | · | · | 0.2% | · | · | -1% | 0.04 | 1096
CCNC(=S)N1CCn2cccc2C1c1cccnc1 (centres undefined) | -1.3% | 12% | -1.3% | 1.1 | -0.4% | 7% | -1% | 10% | -0.41 | 1159
Cc1cc(O)c2c(c1)OC(C)(C)C1=C2CC(C)CC1 (centres undefined) | · | 3% | 11% | · | -1.3% | · | · | 4% | · | ·
COC(=O)c1cc(COc2cc(C)cc3oc(=O)c4c(c23)CCC4)c(C)o1 | · | · | · | 1.1 | · | 9% | 9% | · | 0.4 | 1227
Cc1cccc(-n2c(-c3ccc([N+](=O)[O-])cc3)nc3ccccc3c2=O)c1 | 0.3% | 5% | 1.2% | 1.1 | -0.9% | 0% | 3% | -15% | -0.03 | 1560
Cc1cc(C)c(S(=O)(=O)NCC2CCC(C(=O)N3CCC4(CC3)OCCO4)CC2)c(C)c1 (centres undefined) | 2.8% | 15% | 0.9% | 1.1 | -0.5% | 5% | 11% | 2% | · | ·
CC(C(=O)Nc1ccc(Br)cc1C(=O)c1ccccc1)N1CCCCC1 (centres undefined) | 10% | 7% | 2.2% | 1.1 | -1.0% | -1% | 6% | 9% | · | ·
Cc1ccc(/C=C2/C(=O)NC(=O)N(CC3CCCO3)C2=O)s1 (centres undefined) | -3.1% | 36% | 1.6% | 1 | 0.2% | -4% | -2% | 10% | -0.32 | 1213
O=C(Cc1ccccc1)Oc1ccc(N2C(=O)C3CCCCC3C2=O)cc1 (centres undefined) | -1.9% | 4% | 1.3% | 1.1 | 0.7% | -10% | -11% | -8% | 0.31 | 1225
COc1cc(/C=C/[N+](=O)[O-])ccc1O | -4.5% | ? | -4.1% | 0.5 | 3.2% | 40% | 2% | 82µM* | 0.25 | 1074
O=C(C1CC(=O)N(C2CCCC2)C1)N1CCC2(CC1)OCCO2 (centres undefined) | -1.9% | -3% | -0.2% | 1.1 | -0.4% | 2% | 2% | -5% | 0.32 | 1592
Cc1nc2cc(C(F)(F)F)ccc2n1C1CCN(Cc2nnnn2CCc2ccccc2)CC1 | 3.6% | 10% | 9.8% | 1.1 | -0.2% | 16% | 18% | 3% | ? | ·
CC(=O)c1cn(CC(=O)NCCc2c[nH]c3ccccc23)c2ccccc12 | · | -6% | -0.2% | · | -1.9% | · | · | -1% | · | ·
CCCCC(=O)N/N=C/c1c(O)n(-c2cccc3ccccc23)c(=O)[nH]c1=O | · | 14% | 1.7% | · | 0.2% | · | · | -10% | -0.23 | 1447

Part of the list above, with two lines to a compound.
Fields – ER stress rescue | Large T inhibition | RSV CPE inhibition | TNAP activation fold | West Nile virus CPE | human PMI inhibitors | human PMI inhibition | Salmonella PhoP GFP | Ins promoter up | Ins promoter up cell count
- Cc1ccc(-n2c(O)c(C=Nc3ccc(S(N)(=O)=O)cc3)c(=O)[nH]c2=O)cc1
    -0.1% | 7% | -1.9% | 1 | 0.2% | -30% | -46% | -4% | 0.58 | 1571
- COC(=O)C1=C(c2cccc(OC)c2OC)C[C@@H]2CC[C@H]1N2C(=O)NC(C)C
    · | 6% | 1.5% | · | -0.1% | · | · | -8% | · | ·

Next section
SMILES | ER stress rescue | Large T inhibition | RSV CPE inhibition | TNAP activation fold | West Nile virus CPE | human PMI inhibitors | human PMI inhibition | Salmonella PhoP GFP | Ins promoter up | Ins promoter up cell count
Cc1cc(C=C2C(=O)NC(=S)NC2=O)c(C)n1-c1ccc2c(c1)OCO2 | 7.9% | 30% | 52% | 0.8 | -1.1% | -80% | -34% | -9% | 0.37 | 1416
CC(Cc1ccccc1)NC(=O)c1ccc(N)cc1 (centres undefined) | · | 5% | 0.5% | · | -0.1% | · | · | 2% | · | ·
Cc1ccc(Cn2nc(C)c(C=O)c2Cl)cc1 | 0.6% | 9% | -1.2% | 1.1 | 0.1% | -8% | -14% | 5% | -0.67 | 1235
O=C(Nc1ccc(Br)cc1)N1C[C@H]2C[C@@H](C1)c1cccc(=O)n1C2 | · | 4% | 0.1% | · | 0.2% | · | · | 3% | · | ·
CN(Cc1ccccc1)C(=O)CN1CCCC1=O | · | 4% | -2.0% | · | -0.3% | · | · | 11% | · | ·
Cn1c(O)c(Cc2cccc(Cl)c2Cl)c(=O)n(C)c1=O | · | 1% | 3.7% | · | -0.3% | · | · | 0% | · | ·
CCCCn1c(=O)c(C(=O)Nc2ccccc2F)c(O)c2ccccc21 | · | 2% | 4.9% | · | -1.6% | · | · | -7% | · | ·
O=C(Nc1ccccc1OC(=O)N1CCOCC1)N1CCOCC1 | -1.0% | 22% | 0.7% | 1.1 | -0.5% | 11% | 13% | 0% | 0.99 | 1250
CCCCn1c(O)c(C(C)=NCc2ccc(F)cc2)c(=O)[nH]c1=O | -0.1% | 1% | 3.7% | 1.1 | -0.5% | 2% | 1% | 0% | 0.65 | 1398
CCN1C[C@]2(C)CC[C@H](OC)[C@]34C2[C@H](OC(C)=O)[C@@]2(OCO[C@@]25C[C@H](OC)[C@H]2C[C@]3(O)C5[C@H]2OC)[C@@H]14 | · | 0% | 0.4% | · | -0.6% | · | · | 21% | · | ·
O=C1NC(=O)N(c2ccc3c(c2)OCO3)C(=O)/C1=C/c1ccc(N2CCCCC2)o1 | -1.1% | 17% | -0.1% | 0.8 | -0.2% | 4% | 4% | -5% | 1.4 | 1436
CCC(=NCc1cccnc1)c1c(O)n(-c2ccc(Cl)cc2)c(=O)[nH]c1=O | · | 4% | · | · | 0.5% | · | · | -1% | -0.46 | 920
CCN1CCN(Cc2ccccc2C)CC1 | -1.4% | 0% | -0.8% | 1.1 | 0.0% | 1% | 4% | -11% | -0.12 | 1212
COc1ccc2[nH]cc(CCN(C)C)c2c1 | -1.1% | 9% | -0.2% | 1.1 | 0.5% | 1% | -4% | -8% | 0.59 | 1108
O=C1CC(=O)N(c2ccccc2)C(=O)N1c1ccccc1 | · | 10% | 2.2% | · | 1.3% | · | · | -6% | · | ·
CC(C)OC(=O)C1C(=O)NC2(C)CC1c1ccccc1O2 (centres undefined) | -0.3% | -4% | 1.0% | 1.2 | -0.2% | -5% | -2% | 6% | 0.71 | 713
CCOC(=O)c1ccc(N=C(C)c2c(O)[nH]c(=O)[nH]c2=O)cc1 | · | 14% | · | · | 0.3% | · | · | -4% | 0.77 | 1121
O=c1c2ccccc2nc(-c2ccco2)n1-c1ccncc1 | -1.8% | · | 1.0% | 1 | -0.3% | 2% | 2% | 3% | -0.07 | 1195
COc1ccc(CN2C(=O)NC(=O)/C(=C/c3ccc([N+](=O)[O-])o3)C2=O)cc1 | 2.7% | 72µM* | · | 0.9 | -0.1% | 13% | -10% | 6% | · | ·
CCOc1ccc(-c2cc(C)[n+](CCN(CC)CC)c(-c3ccc(OCC)cc3)c2)cc1 | · | 6% | 10% | · | -0.9% | · | · | 6% | · | ·
CC(C)(C)P(=O)(NCc1ccccc1)c1ccccc1 (centres undefined) | -0.7% | 18% | 0.2% | 1.1 | -0.3% | -13% | -16% | 0% | 0.2 | 1071
C[C@]12CCC3C(CC[C@H]4C[C@H](N)CC[C@]34C)C1CC[C@H]2O (some centres undefined) | · | 7% | 1.4% | · | -0.2% | · | · | -1% | · | ·
COC(=O)C1=CO[C@@H](C)[C@@H]2CN3CC[C@]4(C(=O)Nc5ccccc54)[C@@H]3C[C@H]12 | -1.3% | 10%&1% | -0.2% | 1 | -0.4% | 8% | 7% | -4% | 0.11 | 1300
CCCCn1c(O)c(C(C)=NCCc2ccccc2)c(=O)[nH]c1=O | 4.0% | 1% | 0.5% | 1 | 0.1% | 14% | 16% | 23% | 1.3 | 1315

Looked up above:
Under Ins promoter up cell count, `CCCCn1c(O)c(C(C)=NCCc2ccccc2)c(=O)[nH]c1=O` is entered as 1315
Under Large T inhibition, `C[C@]12CCC3C(CC[C@H]4C[C@H](N)CC[C@]34C)C1CC[C@H]2O` (some centres undefined) is entered as 7%
Under RSV CPE inhibition, `COC(=O)C1=CO[C@@H](C)[C@@H]2CN3CC[C@]4(C(=O)Nc5ccccc54)[C@@H]3C[C@H]12` is entered as -0.2%
